Assay outcomes deposited in PubChem BioAssay by National Center for Advancing Translational Sciences (NCATS).
15-hLO-2 inh: 15-hLO-2 (ALOX15B) enzyme inhibition | O15296 | purified 15hLO-2, xylenol orange hydroperoxide absorbance | Potency, µM (highest dose often 57.1 µM), without a hit: at the top dose activity change, negative = inhibition, usual class: inhibitors | 110,000 compounds, 0.56% hits | AID 881; also: potency is read from the fitted curve at half-maximal effect; nearly all actives have a fitted effect of over 60% in size; many of its hits are not listed in these tables
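Screening format was qHTS against 50 nM purified 15hLO-2 in Hepes pH 7.5 with detergent. Activity follows hydroperoxide formation from 45 uM arachidonic acid, measured as 573:405 nm absorbance ratio of the ferric-xylenol orange complex.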
IMPase cell inh: cell-permeable inhibitors of inositol monophosphatase (IMPase); P97697; CHO-M1 cells, IP1 accumulation, HTRF TR-FRET ratio; inhibition (IP1 accumulation), % at 46.1 µM; 120,000 tested, under 10 active; active = well fitted curve in the direction sought with a large enough effect in the signal ratio, not every such curve was filed as active; inconclusive = small, poorly fitted or top-dose-only effect, or a change in a side signal; inactive = no such curve, though single readings can be large or run the other way; the % refers to the signal ratio;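 also: cells stimulated with carbachol in lithium chloride buffer; plate controls were DMSO basal wells for no effect and reference inhibitor wells for full effect; higher means more IMPase inhibition seen as more IP1 and lower FRET ratio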
Target sequence (P97697 whole entry, looked up): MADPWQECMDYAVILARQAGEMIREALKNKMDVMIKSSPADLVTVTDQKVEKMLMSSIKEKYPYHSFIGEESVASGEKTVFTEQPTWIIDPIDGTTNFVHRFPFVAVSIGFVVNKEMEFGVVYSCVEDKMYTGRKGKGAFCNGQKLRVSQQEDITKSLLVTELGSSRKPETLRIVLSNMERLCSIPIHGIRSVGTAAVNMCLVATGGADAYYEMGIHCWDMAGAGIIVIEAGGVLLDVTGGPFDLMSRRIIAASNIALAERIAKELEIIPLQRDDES
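CHO-M1 cells (CHO stably expressing M1 receptor), compound up to 46 uM final, stimulated with carbachol (50 uM as added) in buffer with 50mM LiCl, pH 7.4, 30 min at 37C. Cytosolic IP1 read by TR-FRET; AC50 from Hill fits.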
PNC inhibitor: blocks assembly of the perinucleolar compartment; PC3M PTB-GFP, PNC prevalence imaging, 16 h; active compounds read low; activity change (PNC), negative = inhibition, % at 10 µM; 140,000 compounds, 3.1% hits; AID 2417;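 active = readout at or below -70, meaning at least 70% loss of cells showing the perinucleolar compartment, a nuclear body marking cancer cells; inconclusive = readout between -30 and a set limit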;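 also: plate controls were DMSO wells for no effect and camptothecin positive control wells for full effect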
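PC3M cells stably expressing PTB-GFP, 750–1000 cells/well, treated 16 h at 37 °C with compound (23 nl of library stock), in duplicate. After paraformaldehyde fixation and Hoechst stain, imaged at 20x; PNC prevalence scored by image analysis.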
12-hLO inh: inhibitors of human 12-lipoxygenase (ALOX12); AID 1452; P18054; Potency, µM (series often up to 57.1 µM), inactives show at the top dose activity change, negative = inhibition, actives largely listed as inhibitors; 150,000 compounds, 0.12% hits; purified 12-hLO, xylenol orange hydroperoxide absorbance; also: potency is read from the fitted curve at half-maximal effect; nearly all actives have a fitted effect of over 55% in size; many of its hits are not listed in these tables
Target sequence (P18054 whole entry, looked up): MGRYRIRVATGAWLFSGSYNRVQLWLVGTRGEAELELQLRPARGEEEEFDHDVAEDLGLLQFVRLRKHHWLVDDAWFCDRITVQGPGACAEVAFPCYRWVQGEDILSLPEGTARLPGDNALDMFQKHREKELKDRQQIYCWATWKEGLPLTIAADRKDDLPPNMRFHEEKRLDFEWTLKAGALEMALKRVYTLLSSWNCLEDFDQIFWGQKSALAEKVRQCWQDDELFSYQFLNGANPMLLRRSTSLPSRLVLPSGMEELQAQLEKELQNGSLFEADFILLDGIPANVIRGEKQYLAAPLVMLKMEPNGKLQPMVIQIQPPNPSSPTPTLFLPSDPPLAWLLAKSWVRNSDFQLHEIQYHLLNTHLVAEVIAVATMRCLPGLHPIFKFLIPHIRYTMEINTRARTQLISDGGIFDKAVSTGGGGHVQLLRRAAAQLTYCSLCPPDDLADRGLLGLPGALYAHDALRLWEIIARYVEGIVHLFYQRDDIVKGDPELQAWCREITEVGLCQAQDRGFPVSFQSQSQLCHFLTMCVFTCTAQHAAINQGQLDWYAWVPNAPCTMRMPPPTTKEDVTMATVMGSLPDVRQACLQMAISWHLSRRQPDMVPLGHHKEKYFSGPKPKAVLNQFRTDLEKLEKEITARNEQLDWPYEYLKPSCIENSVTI
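Hydroperoxide formation by human 12-lipoxygenase from 40 uM arachidonic acid was followed colorimetrically via ferric-xylenol orange complex, using the 573/405 nm absorbance ratio. Enzyme concentration was 150 nM, with 30 min reaction at room temperature.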
* marks the source's active call; other numbers are inactive results; ? = inconclusive; . = no result given; [ ] = dose if it differs, or a comment. Unless noted, calls follow the shape of the dose curve; as a rule, active = well fitted curve in the direction sought with a large enough effect; inconclusive = small, poorly fitted or top-dose-only effect, or another doubt; inactive = no such curve, though single readings can be large; an effect the other way counts as inactive or inconclusive. Unless noted, % is scaled to controls: 0 for no effect and ±100 for the full control effect.

SMILES	15-hLO-2 inh	IMPase cell inh	PNC inhibitor	12-hLO inh
O=C(CSC1=NC(=O)C(c2ccccc2)C(=O)N1)Nc1cccc(Cl)c1 (configuration not stated)	-2%	4	?	-5%
CC1(C)OC2CC3C4CCC5=CC(=O)CCC5(C)C4(F)C(O)CC3(C)[C@]2(C(=O)CCl)O1 (some centres not stated)	-9%	.	.	-5%
CCCn1nc2cc(C(=O)NCc3ccccc3OC)ccc2c1OCC	-3%	-1	15	3%
O=C(NCCCN1CCCC1=O)c1cc(NS(=O)(=O)c2ccc(F)cc2)cc(NS(=O)(=O)c2ccc(F)cc2)c1	-2%	-4	?	-2%
O=C(NN1C(=O)C2C3C=CC(C3)C2C1=O)c1cccc(Cl)c1 (configuration not stated)	.	.	43	-8%
Cc1cc(C(=O)Nc2cccnc2Cl)on1	5%	-3	43	?
CN(C)S(=O)(=O)CC12CCC(CC1=O)C2(C)C (configuration not stated)	3%	13	?	-5%
CCC1CCc2c(sc3ncnc(N4CCOCC4)c23)C1 (configuration not stated)	5%	-1	-126*	9%
C/C(=N/O)c1cc(C(C)(C)C)c(O)c(C(C)(C)C)c1	-13%	3	2	-11%
C[C@@H]1C[C@H](O)c2cc(Cl)ccc2N1	-7%	8	-29	-5%

Brought forward from above: 3 compounds, followed by the next part.
SMILES	15-hLO-2 inh	IMPase cell inh	PNC inhibitor	12-hLO inh
CCC1CCc2c(sc3ncnc(N4CCOCC4)c23)C1 (configuration not stated)	5%	-1	-126*	9%
C/C(=N/O)c1cc(C(C)(C)C)c(O)c(C(C)(C)C)c1	-13%	3	2	-11%
C[C@@H]1C[C@H](O)c2cc(Cl)ccc2N1	-7%	8	-29	-5%
Cn1c(=O)c2c(n3cnnc13)-c1ccccc1CC21CCCC1	.	0	9	-5%
CCOc1ccc(OCC)c(NC(=O)c2[nH]c(C)c(C(C)=O)c2C)c1	0%	-16	14	5%
C=C(C)C1CC=C(C)/C(=N\NC(=S)Nc2ccc(C)cc2)C1 (configuration not stated)	.	.	4	?
O=C(Cn1cc2c(n1)CCCC2)Nc1cc(-c2cccc(Cl)c2)no1	8%	-14	?	-7%
Cc1cc(=O)n(CC(C)C)c(O)c1C#N	2%[2.29 µM]	-7	-12	-6%
COCCCNC(=O)c1c(N)n(-c2cccc(S(N)(=O)=O)c2)c2nc3ccccc3nc12	-9%	-12	?	-14%
CSc1nnc(CNC(=O)C23CC4CC(CC(C4)C2)C3)n1Cc1ccccc1	.	-5	-115*	0%
COc1cc2c(C#N)c(N3CCN(C)CC3)nc(N)c2c(N)n1	1%	-15	-19	4%
CC1(C)CC(O)C(C(O)c2cccc([N+](=O)[O-])c2)C(C)(C)N1 (configuration not stated)	.	.	4	-2%
CCCCOc1ccc(C(NC(=O)OCC)NC(=O)OCC)cc1	.	.	51	-2%
C=CCN1C=C/C(=C\C=C(C#N)C#N)c2ccccc21	.	.	67	6%
O=C1CN(CC(=O)NC(=O)NCc2ccccc2)CCN1	.	.	16	0%
Cc1nn(CC(=O)NCCCN2CCOCC2)c(C)c1[N+](=O)[O-]	4%[11.4 µM]	15[1.84 µM]	?	2%
CCN(CC)CCNC(=O)c1ccc(Cl)c(S(=O)(=O)N2CCCCCC2)c1	12%	7	41	9%
COc1ccc(-c2c[n+]3c4n2CCCCC4=C(c2ccc(Br)cc2)C3)cc1	43%[activator]	13	117	-5%
Cc1ccc2[nH]c3c(N4CCN(Cc5ccc6c(c5)OCO6)CC4)ncnc3c2c1	63%[activator]	-14	-16	-9%
CCOC(=O)C1=C(N)n2c(s/c(=C\c3ccco3)c2=O)=C(C(=O)OCC)C1c1ccco1 (configuration not stated)	?	8	?	-14%
COC(=O)c1c(N=CN(C)C)c(C#N)c2n1CCCC2	4%	2	11	2%
CCOC(=O)Cn1nc(-c2ccc(Cl)cc2)ccc1=O	-9%	7	6	-7%
Cc1cc(/C=N/n2cnnc2)c(C)n1-c1ccc(OCc2ccc(F)cc2)cc1	43%[activator]	1	5	-9%
C#C[C@@]1(OC(C)=O)CC[C@@H]2[C@@H]3CCC4=C[C@@H](OC(C)=O)CC[C@H]4[C@H]3CC[C@]21C	8%[25.6 µM]	-3[20.6 µM]	.	-3%[25.6 µM]
COCCCNC(=S)N(Cc1cccnc1)Cc1ccc(OC)c(OC)c1	.	10	16	2%
COCCCNCCCOc1ccc(Cl)cc1C(C)(C)C	.	.	6	-6%
Cc1ccc(NC2CCCCC2NS(=O)(=O)c2ccc(Cl)cc2)cc1 (configuration not stated)	.	.	?	-1%
COc1ccc2c(c1)C(=O)N(c1ccccc1)C(=O)C2	-28%	1	19	-4%
Cc1cccc(NC(=S)NCC2CCCO2)c1 (configuration not stated)	-18%	-4	17	4%
Cn1c(=O)n(Cc2ccccc2)c2ccccc21	-3%	13	3	-4%
COc1cc(OC)c(NC2c3ccccc3C(=O)N2c2cc(C)ccn2)cc1Cl (configuration not stated)	.	-9	-13	6%
COCc1nnc(NC(=O)c2sc3ccccc3c2Cl)s1	-8%	-3	5	-5%
CCc1ccc(N(C(=O)c2csnn2)C(C(=O)NC(C)(C)C)c2ccncc2)cc1 (configuration not stated)	-5%	-1	7	0%

PNC inhibitor, what is marked active above
SMILES	15-hLO-2 inh	IMPase cell inh	PNC inhibitor	12-hLO inh
CCC1CCc2c(sc3ncnc(N4CCOCC4)c23)C1 (configuration not stated)	5%	-1	-126*	9%
CSc1nnc(CNC(=O)C23CC4CC(CC(C4)C2)C3)n1Cc1ccccc1	.	-5	-115*	0%

Entries of single compounds as entered above. Order of values: 15-hLO-2 inh	IMPase cell inh	PNC inhibitor	12-hLO inh
CCCCOc1ccc(C(NC(=O)OCC)NC(=O)OCC)cc1 is entered as .	.	51	-2%
CCc1ccc(N(C(=O)c2csnn2)C(C(=O)NC(C)(C)C)c2ccncc2)cc1 (configuration not stated) is entered as -5%	-1	7	0%
COCCCNC(=O)c1c(N)n(-c2cccc(S(N)(=O)=O)c2)c2nc3ccccc3nc12 is entered as -9%	-12	?	-14%
COc1ccc(-c2c[n+]3c4n2CCCCC4=C(c2ccc(Br)cc2)C3)cc1 is entered as 43%[activator]	13	117	-5%

The list goes on.
SMILES	15-hLO-2 inh	IMPase cell inh	PNC inhibitor	12-hLO inh
NC(=O)C1CCN(C2OC(=O)c3ccccc32)CC1 (configuration not stated)	1%	3	-12	-2%
CC(=O)c1ccc(NS(=O)(=O)c2cccc(C)c2)cc1	-1%	-8	?	0%
COc1ccccc1N1CCN(C(=O)C2C3C=CC4(CN(Cc5ccccc5Cl)C(=O)C24)O3)CC1 (configuration not stated)	1%	-3	18	-9%
COc1ccc2c(C)nc(Nc3nc(C)c(C)c(=O)[nH]3)nc2c1	-7%	5	-3	-2%
CN(c1ccccc1C(=O)Nc1cccc(C(F)(F)F)c1)S(C)(=O)=O	-3%	2	-14	-1%
CCOc1ccccc1NC(=O)NC1(C(=O)N2CCN3CCCC3C2)CCCCC1 (configuration not stated)	-2%	-1	6	3%
CCC(c1nnnn1C1CCCC1)N1CCN(Cc2ccccc2)CC1 (configuration not stated)	.	12	?	6%
CN(CC(=O)OCC(=O)c1c(N)n(C)c(=O)n(C)c1=O)S(=O)(=O)c1ccc(Cl)cc1	.	-9	18	2%
Cc1csc(/C(=N\O)c2csc(C)n2)n1	3%	-5	-100*	-6%
O=C(CCCCCN1C(=O)c2ccccc2C1=O)NCc1ccccn1	-4%	3	-26	-1%
Cc1ccc(S(=O)(=O)NC(C)C(c2cccs2)N2CCN(c3ccccc3)CC2)cc1 (configuration not stated)	-5%	?	30	-9%
Cc1cccc(NC(=O)CC2C(=O)NCCN2C(=S)Nc2ccccc2)c1 (configuration not stated)	4%	3	16	-5%
O=C(NC(=S)NCC1CCCO1)c1cccs1 (configuration not stated)	.	.	?	-5%
Cc1c(NC(=O)c2cnn3c2NC(c2ccccc2)CC3C(F)(F)F)c(=O)n(-c2ccccc2)n1C (configuration not stated)	-2%	3	-12	1%
c1ccc2c(c1)nnn2CN1CCOCC1	-5%[11.4 µM]	.	.	-3%[11.4 µM]
Cc1nnsc1NC(=O)OCc1ccc(C(F)(F)F)cc1	2%	0	61	1%
CC(=O)N1CCN(c2ccc(NC(=O)c3ccc(C(C)(C)C)cc3)cc2)CC1	5%[11.4 µM]	-2[1.84 µM]	?	-3%
O=C(NC1CC1)C1CC(=O)N(C2CCCCC2)C1 (configuration not stated)	-5%	1	-16	3%
O=C(Cn1nnc(-c2ccc(OCc3ccccc3F)cc2)n1)N1CCOCC1	.	-9	-102*	6%
O=C(/C=C/c1ccccc1)NCCSCc1ccccc1Cl	-4%	-2	-91*	-1%
Cc1ccc(C=NCc2ccncc2)c(O)c1	22%	5	-26	-8%
COc1ccc(CC(=O)NNc2ncnc3c2cnn3-c2ccc(C)cc2)cc1OC	.	0	?	-2%
Cc1ccc(S(=O)(=O)NNC(=O)CCC(=O)Nc2ccccc2)cc1	.	3	3	8%
CCCCC(C(=O)NC(=O)NCc1ccccc1)N1C(=O)c2ccccc2C1=O (configuration not stated)	31%[activator]	-6	?	0%
O=C(CC(c1ccc(F)cc1)c1ccco1)N1CCOCC1 (configuration not stated)	3%	9	72	4%
COc1ccc(-n2cnnc2SCC(=O)NCc2cccs2)cc1	2%	-1	41	2%
Cc1ccc(S(=O)(=O)N2CCCC(NC(=O)N3CCN(c4ccccc4)CC3)C2)cc1 (configuration not stated)	10%	1	49	-18%
Cc1ccc(C(OC(=O)c2ccco2)C(=O)NCc2cccs2)cc1 (configuration not stated)	-2%	5	38	-6%
C=CCSc1nnc2c(n1)OC=Nc1ccc(Br)cc1-2	-17%	-16	17	2%
CCOC(=O)c1cccc(NC(=O)CSc2nc3ccccc3c(=O)n2CCOC)c1	-2%	10	?	3%
O=C(Nc1ccc(O)cc1)c1cc(S(=O)(=O)N2CCCC2)ccc1Cl	1%	9	7	3%
Cc1ccc(OCc2ccc(C(=O)Nc3nc4ccccc4n3Cc3ccccc3)o2)c([N+](=O)[O-])c1	-1%	6	-21	5%

Some of these compounds in order of the 12-hLO inh value, low to high.
| SMILES | 12-hLO inh |
| --- | --- |
| Cc1ccc(S(=O)(=O)N2CCCC(NC(=O)N3CCN(c4ccccc4)CC3)C2)cc1 (configuration not stated) | -18% |
| Cc1ccc(C=NCc2ccncc2)c(O)c1 | -8% |
| Cc1ccc(C(OC(=O)c2ccco2)C(=O)NCc2cccs2)cc1 (configuration not stated) | -6% |
| COc1ccc(CC(=O)NNc2ncnc3c2cnn3-c2ccc(C)cc2)cc1OC | -2% |
| COc1ccc(-n2cnnc2SCC(=O)NCc2cccs2)cc1 | 2% |
| O=C(CC(c1ccc(F)cc1)c1ccco1)N1CCOCC1 (configuration not stated) | 4% |

An excerpt; count on the stated rates, not on these rows.
